West Nile virus CPE: West Nile virus antiviral activity, cell-based, CPE readout (AID 1621); West Nile virus-infected cells, CPE inhibition; higher % means a stronger effect; CPE inhibition, % at 10 µM, or IC50 in µM where a hit was titrated; hit rate 0.02% among 290,000; in the data active = a potency from the dose series; note: strong numbers were not always called active
Insulin prom up: MIN6 insulin promoter up-regulation; MIN6 insulin promoter-GFP reporter, high-content imaging; stronger effect = higher value; hit rate 0.3% among 190,000; z-score at 5 µM;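 active = z-score above 3 at 5 µM with at least 500 cells counted in the well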
CSM14.1 death rescue: rescue of cells from ER stress-induced death, primary screen, 384-well, CSM14.1, thapsigargin, ATP luminescence (AID 1222) | CSM14.1 thapsigargin-induced death rescue, ATP luminescence; higher % means a stronger effect | 190,000 tested, under 10 active | cellular ATP content (survival), % at 20 µM, or EC50 in µM where a hit was titrated;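 active = EC50 below 50 µM in the dose-response confirmation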;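 note: death triggered by thapsigargin at about 15 µM added after 2 h compound pretreatment; cell ATP read after overnight thapsigargin exposure of roughly 18 to 22 hours; normalized against plate controls of thapsigargin alone and 5% DMSO vehicle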
PMI inhibition: human PMI inhibitors, high substrate, primary screen, biochemical, fluorescence intensity, high mannose 6-phosphate (AID 1220); recombinant PMI enzyme, coupled fluorescence intensity; higher % means a stronger effect; inhibition, % at 20 µM, or IC50 in µM where a hit was titrated; hit rate 0.66% among 190,000
PhoP inhibition: inhibitors of PhoP regulon expression, primary screen, Salmonella Typhimurium, GFP reporter (AID 1863); hit rate 0.16% among 300,000; S. Typhimurium PhoP-regulated promoter GFP reporter, 4 h; higher % means a stronger effect; one-dose inhibition, % at 50 µM; IC50 in µM for titrated hits;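 active = inhibition over 29.93%, a cutoff 3 SD above the screen mean, later confirmed by dose response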;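 note: 0% = low Mg2+ inducing control and 100% = high Mg2+ repressing control; strong numbers were not always called active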
PMI inhibitors: MPI enzyme activity inhibition – biochemical, fluorescence intensity, coupled assay, primary screen (AID 1209); inhibition, % at 20 µM, or IC50 in µM where a hit was titrated; purified PMI enzyme, coupled fluorescence intensity; higher % means a stronger effect; hit rate 0.42% among 190,000;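 note: plate controls were DMSO vehicle for no effect and wells lacking substrate for full effect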
SV40 large T antigen: TAg ATPase/helicase activity blockers – biochemical (AID 1903). SV40 large T antigen ATPase/helicase inhibition assay; higher % means a stronger effect. inhibition, % at 20 µM, or IC50 in µM where a hit was titrated. hit rate 0.39% among 310,000; in the data active = a potency from the dose series; note: strong numbers were not always called active
RSV CPE inhibition: inhibition of RSV-induced cytopathic effect – HEp-2 cells, primary 10 µM value included (AID 2391); HEp-2 cells, RSV-induced CPE inhibition; higher % means a stronger effect; one-dose CPE inhibition, % at 10 µM; IC50 in µM for titrated hits; hit rate 0.13% among 310,000; in the data active = a potency from the dose series; note: strong numbers were not always called active
TNAP activators: stimulation of alkaline phosphatase TNAP activity – biochemical, luminescent, no phosphate acceptor, uHTS, primary screen (AID 1001) | one-dose activation fold at 20 µM; EC50 in µM for titrated hits | purified TNAP, luminescent activation assay, no phosphate acceptor; higher activation fold means a stronger effect | hit rate 0.03% among 200,000; in the data active = activation fold from about 3, or a potency from the dose series; inactive = the rest, 99 in 100 with activation fold below about 1.6; note: many of its hits are not listed in these tables
Insulin prom up cell count: recorded beside Insulin prom up, whose call it bears; cell count; measured here: cytotoxicity, nuclei count;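 total cells summed across four imaged fields per well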
An asterisk follows results filed as active; x = not tested or not shown. Cut-off read from the data, not from the text of the source, unless noted: active = inhibition above about 50%; inactive = the rest. Rows are unselected; overall some 1.5% were active at least once.

SMILES	West Nile virus CPE	Insulin prom up	Insulin prom up cell count	CSM14.1 death rescue	PMI inhibition	PhoP inhibition	PMI inhibitors	SV40 large T antigen	RSV CPE inhibition	TNAP activators
COC(=O)C1=C[C@@H](C(=O)OC)[C@@H]2C3=C(C(=O)C2(C)C)[C@H](c2ccccc2)[C@@H]2C(=O)N(C)C(=O)[C@@H]2[C@@H]3C1	1.1%	x	x	x	x	9.7%	x	11.6%	0.8%	x
COc1ccc(NC(=O)C2CCN(S(=O)(=O)c3c(C)nn(C)c3C)CC2)cc1	-0.5%	x	x	x	x	3.6%	x	13.5%	0.1%	x
CSc1ccc(C(=O)C2CCCN(C(=O)CCc3c(C)nn(C)c3C)C2)cc1 (centres undefined)	-1.1%	x	x	x	x	0.0%	x	10.6%	0.0%	x
CC(C)OC(=O)COc1cc(O)c2c(=O)cc(-c3ccccc3)oc2c1	1.2%	0	1157	x	x	-9.8%	x	5.9%	-0.9%	x
CN(C(=O)CSc1ncnc2scc(-c3ccccc3)c12)C1CCS(=O)(=O)C1 (centres undefined)	-0.3%	-0.22	1257	0.2%	-8.6%	-2.8%	-8.1%	11.5%	-1.9%	1.1
Cc1cccc(/C(N)=N/OC(=O)COc2ccc(Cl)cc2)c1	-0.2%	-0.05	1152	-0.9%	-4.9%	0.9%	-21.0%	-4.4%	-0.8%	1
COc1ccc(CCN2CCCn3c2nc2c3c(=O)n(CC(C)C)c(=O)n2C)cc1OC	0.1%	x	x	x	x	-0.3%	x	3.9%	6.5%	x
Cc1cccc2sc(NC(=O)CSCc3ccccc3)nc12	-1.4%	x	x	-0.9%	12.2%	-2.7%	15.8%	6.8%	0.5%	1.1
COc1cc2nc(=S)n3[nH]c(CCn4nc(C)cc4C)nc3c2cc1OC	-0.4%	-1.02	1329	2.3%	17.2%	2.5%	19.7%	-0.6%	0.0%	1.1
O=C(Cc1ccccc1)c1c[nH]c(C(=O)NCCCN2CCOCC2)c1	0.0%	0.35	1186	x	-9.4%	-3.4%	-9.6%	4.7%	0.1%	1.1
CCSc1nnc(Nc2ccc(C)cc2)s1	0.7%	0.5	1675	-1.0%	-1.8%	0.4%	9.0%	1.3%	5.1%	1
Cc1ccsc1/C=C1/SC(N2CC(C)OC(C)C2)=NC1=O (centres undefined)	-0.7%	0.3	1149	-3.8%	-9.1%	5.1%	-5.0%	8.9%	4.4%	1.1
CCn1c(N2CCN(CC(=O)c3c[nH]c4ccccc34)CC2)nc2c1c(=O)[nH]c(=O)n2C	x	-0.65	1027	-1.1%	-45.3%	-9.0%	-39.6%	8.8%	1.1%	0.9
COc1cccc(C(=O)N2CCN(C(=O)c3cccc(F)c3)CC2)c1	0.1%	x	x	-1.2%	-4.8%	-0.6%	-3.2%	-3.4%	2.1%	1.1
COc1ccc(/C(=C/c2ccc(OC(F)F)c(OC)c2)C(=O)O)cc1OC	0.0%	0.8	1543	-1.9%	12.2%	3.9%	14.3%	12.0%	1.2%	1.1
CC(=O)c1ccccc1C(=O)N1CCC(n2nccc2NC(=O)C2CC2)CC1	0.4%	x	x	x	x	1.5%	x	9.5%	2.0%	x
Cc1cc(Cl)c(S(=O)(=O)NC(C(=O)O)c2ccccc2)cc1OCC(N)=O (centres undefined)	0.8%	0.13	1279	-2.0%	1.8%	0.9%	6.6%	-5.2%	0.6%	1.1
O=C(c1ccc(S(=O)(=O)N2CCC(c3nc4ccccc4s3)CC2)cc1)N1CCOCC1	x	x	x	-0.8%	8.2%	x	6.4%	x	-0.2%	1
COCCCNC(=O)CCC(=O)Nc1ccc2nc(N3CCOCC3)cc(C)c2c1	-0.6%	-0.89	1399	-1.8%	12.9%	1.4%	7.4%	6.2%	5.0%	1.1
COc1ccc(-c2nn(-c3ccccc3)cc2/C=C(\C#N)C(N)=O)cc1[N+](=O)[O-]	-0.2%	-0.9	686	-1.5%	2.1%	0.9%	6.9%	7.1%	-0.5%	1

Quoted from the listing:
`COc1ccc(NC(=O)C2CCN(S(=O)(=O)c3c(C)nn(C)c3C)CC2)cc1` in SV40 large T antigen: 13.5%
`CC(C)OC(=O)COc1cc(O)c2c(=O)cc(-c3ccccc3)oc2c1` in West Nile virus CPE: 1.2%
`COc1ccc(CCN2CCCn3c2nc2c3c(=O)n(CC(C)C)c(=O)n2C)cc1OC` in SV40 large T antigen: 3.9%
`Cc1cccc(/C(N)=N/OC(=O)COc2ccc(Cl)cc2)c1` in PhoP inhibition: 0.9%
`COCCCNC(=O)CCC(=O)Nc1ccc2nc(N3CCOCC3)cc(C)c2c1` in TNAP activators: 1.1
`Cc1cccc2sc(NC(=O)CSCc3ccccc3)nc12` in PhoP inhibition: -2.7%

(continued)
SMILES	West Nile virus CPE	Insulin prom up	Insulin prom up cell count	CSM14.1 death rescue	PMI inhibition	PhoP inhibition	PMI inhibitors	SV40 large T antigen	RSV CPE inhibition	TNAP activators
COCCn1c(SCC(=O)N(C)C2CCS(=O)(=O)C2)nc2ccccc2c1=O (centres undefined)	0.2%	-0.43	1484	3.2%	-5.4%	2.7%	-3.9%	-1.9%	1.4%	1.1
O=C(Cc1cccs1)NNC(=S)NC(=O)c1ccc(F)c(F)c1	x	-0.24	1278	-2.8%	3.3%	-9.4%	23.6%	6.7%	-1.8%	2
CCc1ccc(N/C(N)=N/c2nc(CSc3ncccn3)cc(=O)[nH]2)cc1	-1.2%	-0.84	1500	-0.5%	-3.1%	2.2%	6.3%	5.1%	0.2%	1.2
Cc1ccc(NC(=O)c2cc([N+](=O)[O-])ccc2N2CCOCC2)cc1S(=O)(=O)N(C)C	-0.4%	-0.11	1333	x	x	-8.4%	x	17.4%	-0.5%	x
Cc1ccc(CN2CCN(c3ncccn3)CC2)c(C)c1	-0.4%	x	x	x	x	-2.7%	x	7.3%	4.0%	x
NC12CC3CC(CC(C3)C1)C2	0.5%	x	x	-1.9%	2.4%	-3.2%	7.3%	3.7%	0.0%	1.5
O=C(O)CC(NC(=O)OCc1ccccc1)c1ccc(Br)cc1 (centres undefined)	1.5%	0.33	882	-1.9%	-9.5%	-1.2%	-6.5%	2.9%	3.3%	1
O=C(C[C@H]1C(=O)N(Cc2ccccc2)C[C@@H]1Cc1ccccc1)Nc1ccccc1	-1.5%	x	x	x	x	1.1%	x	13.4%	9.5%	x
COc1ccc(C(=O)Cn2nnc(-c3cccs3)n2)cc1	0.3%	1	1069	x	4.9%	20.3%	10.3%	-1.6%	6.3%	1
O=C(NCc1ccccn1)c1ccc(CNS(=O)(=O)c2ccc(F)cc2)cc1	-0.2%	-0.26	1371	-0.3%	-11.7%	-10.8%	1.9%	-2.2%	2.1%	1
CCCCNC(=O)CCn1c(=O)c2ccccc2n(Cc2ccccc2C)c1=O	-1.6%	-0.41	1329	-2.5%	-11.0%	7.7%	4.5%	-2.2%	0.8%	1.1
COCCCNC(=O)C(C)N1c2cccc3cccc(c23)S1(=O)=O (centres undefined)	1.1%	x	x	x	x	-0.1%	x	3.7%	3.2%	x
Cc1ccc(C(=O)COC(=O)C(C)N2C(=O)C3C4C=CC(C4)C3C2=O)cc1C (centres undefined)	-0.6%	x	x	x	x	-0.8%	x	7.5%	4.5%	x
CC1(C)CC2CC(C)(CN2C(=O)c2cc(-c3ccc(F)cc3)on2)C1 (centres undefined)	-1.1%	x	x	x	x	-1.5%	x	9.5%	2.4%	x
Cc1cccc(N2CCN(C(=O)COc3ccc4c(C)cc(=O)oc4c3C)CC2)c1C	0.3%	x	x	x	x	5.3%	x	5.7%	13.0%	x
COc1ccc(/C=C2\SC(=O)N(CC(=O)NC3CCS(=O)(=O)C3)C2=O)cc1 (centres undefined)	-0.2%	x	x	x	x	4.8%	x	5.1%	4.0%	x
CCOCN(C(=O)Cn1c(C(C)O)nc2ccccc21)c1c(C)cccc1CC (centres undefined)	-0.5%	1.8	1170	-2.5%	-10.3%	-2.5%	-11.1%	13.2%	-0.8%	1.1
Cc1cc(N2CCCC2)n2nc(C)nc2n1	x	0.02	1166	2.4%	11.0%	11.8%	1.5%	-8.4%	0.8%	1
COc1ccc2c(c1)OC13CCN(C)CC1C2C(C(=O)c1ccc(F)cc1)C(=O)N3 (centres undefined)	x	0.33	1168	-4.3%	-3.5%	3.4%	-12.2%	-10.5%	-0.9%	1.1
CN(C)C(=O)[C@H]1C[C@H]1[C@@H](O)[C@H](CO)NC(=O)[C@H](Cc1ccccc1)NC(=O)OC(C)(C)C	-0.4%	x	x	x	x	9.1%	x	6.6%	-0.1%	x

Two records picked at random from those above:
SMILES	West Nile virus CPE	Insulin prom up	Insulin prom up cell count	CSM14.1 death rescue	PMI inhibition	PhoP inhibition	PMI inhibitors	SV40 large T antigen	RSV CPE inhibition	TNAP activators
COc1ccc(C(=O)Cn2nnc(-c3cccs3)n2)cc1	0.3%	1	1069	x	4.9%	20.3%	10.3%	-1.6%	6.3%	1
O=C(NCc1ccccn1)c1ccc(CNS(=O)(=O)c2ccc(F)cc2)cc1	-0.2%	-0.26	1371	-0.3%	-11.7%	-10.8%	1.9%	-2.2%	2.1%	1

(continued)
SMILES	West Nile virus CPE	Insulin prom up	Insulin prom up cell count	CSM14.1 death rescue	PMI inhibition	PhoP inhibition	PMI inhibitors	SV40 large T antigen	RSV CPE inhibition	TNAP activators
CC(C)Oc1ccc(S(=O)(=O)N2CCCCC2)cc1NC(=O)CN1C(=O)NC(C)(c2ccccc2)C1=O (centres undefined)	-0.5%	x	x	x	x	-3.6%	x	14.6%	3.4%	x
Oc1ccc(Cl)cc1C=Nc1ccccc1Br	0.0%	0.35	1406	10.2%	6.1%	-0.9%	5.1%	4.2%	2.8%	0.9
Cc1noc(C)c1CSc1ncnc2ccccc12	0.8%	0.16	1053	1.5%	4.0%	-5.0%	-7.9%	13.1%	-1.0%	1.1
O=C1CC(c2ccccc2)CC(O)=C1C=NCCN1CCN(C(=S)Nc2cccc(Cl)c2)CC1 (centres undefined)	0.2%	0.46	1429	0.7%	10.2%	1.2%	14.0%	14.6%	7.0%	1
Cc1onc(-c2ccccc2Cl)c1C(=O)Nc1nnc(-c2cccc([N+](=O)[O-])c2)s1	0.1%	-0.68	1584	-2.1%	-10.5%	-0.5%	-7.0%	9.7%	12.6%	0.9
O=C(CCn1c(=S)oc2ccccc21)Nc1ccccc1F	-0.1%	-0.21	1172	-0.8%	-10.0%	5.7%	-8.1%	4.7%	1.4%	1.1
COc1ccc(/C(C)=N\NC(=O)c2ccc(-c3ccccc3)cc2)c(F)c1	-0.3%	x	x	x	x	-3.8%	x	18.6%	5.6%	x
CCOC(=O)Cn1nnnc1C(CC)N(Cc1cccs1)Cc1cc2cc(C)ccc2[nH]c1=O (centres undefined)	0.0%	-0.33	918	1.7%	13.9%	13.5%	6.4%	3.7%	3.0%	1.1
CCC(C)(C)NC(=O)CN(Cc1ccccc1)C(=O)CCC(=O)Nc1nccs1	-0.4%	x	x	x	x	0.3%	x	4.7%	1.8%	x
Cc1cccc(C)c1NC(=O)CCCSc1nnc(-c2ccco2)n1-c1ccccc1	-0.1%	-0.2	1170	0.2%	2.5%	-1.7%	2.8%	8.2%	11.9%	1.2
CC1CCN=C(N)S1 (centres undefined)	-0.3%	x	x	x	x	-9.5%	x	-3.6%	2.8%	x
Cc1ccc(C)c(S(=O)(=O)c2c[nH]c(=S)[nH]c2=O)c1	0.1%	x	x	x	x	0.8%	x	8.1%	0.0%	x
CCc1cccc(C)c1NC(=O)CN(C)Cc1ccccc1F	-1.6%	-0.3	1411	1.7%	-10.0%	-13.1%	-7.0%	4.3%	1.4%	1

Screening data as filed in PubChem BioAssay.
